Screening results deposited in PubChem by National Center for Advancing Translational Sciences (NCATS).
S3 lipid droplet: qHTS Assay for Lipid Storage Modulators in Drosophila S3 Cells; Drosophila S3 cells, BODIPY lipid droplet fluorescence, 18-24 h; cells fed with added oleic acid; lipid storage change, negative = inhibition, % at the top dose, mostly 46.1 µM; hits show Potency in µM; 0.64% of 320,000 active; AID 2685; active = well fitted inhibition curve with a large enough effect in the signal ratio, with a control signal flat, not every such curve was filed as active; inconclusive = small, poorly fitted or top-dose-only effect, or effect the other way, or a change in a side signal; the % refers to the signal ratio
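Drosophila S3 cells got compounds at several concentrations plus oleic acid (400 uM solution). Laser-scanning cytometry with 488 nm excitation read lipid droplets at 500-530 nm and cells at 575-640 nm. Percent activity was relative to 20 uM Triacsin C.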
S3 lipid droplet cell count max: further read-out of S3 lipid droplet, marked with its call; cell number change, %; measured here: cell count max response;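 cells counted by Cell Tracker Red CMTPX staining in the red channel; peak over a dose series mostly up to 46.1 µM; percent activity relative to internal control wells on each plate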
* = called active by the depositor; i = inactive; ? = inconclusive; / = no result given; & = joins results of further samples; [ ] = remark or other dose. % is scaled to controls: 0 for no effect and ±100 for the full control effect; potency is read from the fitted curve at half-maximal effect. This is a subset. The share of hits here may be higher or lower than overall.

SMILES | S3 lipid droplet | S3 lipid droplet cell count max
COc1ccc(NC(=O)Cc2nnc(SCC(=O)NC3CCCCC3C)n2C)cc1 (stereo not given) | 28.1% | 16.7
COc1ccccc1N1CCN(S(=O)(=O)CCNC(=O)c2cccc(F)c2)CC1 | ? | /
CCOc1cc(C(N)=O)cc(Cl)c1OCC | -19.4% | 4.6
COc1ccc(S(=O)(=O)N2CCC[C@H]2C(=O)NCc2ccc(Cl)cc2)cc1 | -13.8% | -3.9
Cc1ccc(N=C2NC(=O)S/C2=C\c2ccco2)cc1 | ? | /
Cc1[nH]c2ccc(F)cc2c1CCN(Cc1ccncc1)C(=S)Nc1ccccc1 | -12.0% | -12.3
O=C(CN1CCN(Cc2ccc(F)cc2Cl)C1=O)NCc1cccs1 | -3.3% | 1.5
COC(=O)COc1ccc(-n2cnnn2)cc1 | ? | /
Cc1cc(NC(=O)c2ccccc2C)n(-c2cccc(F)c2)n1 | i | 2.7
O=C(COC(=O)CCc1c[nH]c(=O)[nH]1)Nc1cccc(Cl)c1 | ? | /
O=C(COC(=O)c1cccc(Br)c1)NCCC1=CCCCC1 | ? | /
COc1ccccc1NC(=O)Cn1cc(C(=O)C(=O)N2CCOCC2)c2ccccc21 | ? | /
CCc1cc(C(=O)N2CCCC(C(=O)c3ccc(Cl)cc3)C2)no1 (stereo not given) | -25.0% | 13.1
O=[N+]([O-])c1ccc(C2=Nn3cnnc3SC2)cc1 | ? | /
O=C(c1ccc(Cl)c(S(=O)(=O)NCc2ccco2)c1)N1CCN(c2ccccc2F)CC1 | ? | /
CCOC(=O)c1c(/N=C/C2=C(O)CCCC2=O)sc2c1CCCC2 | 3.1% | -0.2
O=C(c1ccc(F)cc1F)N1CCC(N2CCC(C(=O)N3CCOCC3)CC2)CC1 | -17.3% | -5.5
O=C(NCc1ccccc1)N1CCC(CO)(Cc2cccc(F)c2)CC1 | 14.4% | 22.0
CCOc1ccc(CN(C)C(=O)CN2C(=O)NC3(CCCc4ccccc43)C2=O)cc1 (stereo not given) | ? | /
Cc1ccc2[nH]c(=O)c(CN(CCCN3CCOCC3)C(=O)Nc3cccc(Cl)c3)cc2c1 | ? | /
COc1ccccc1NC(=O)c1ccc(Cl)c(S(=O)(=O)NCc2ccco2)c1 | ? | /
COc1ccc(NS(=O)(=O)c2cc(C)ccc2C)cc1 | ? | /
Cc1ccc(C)n1CCN1CCN(S(=O)(=O)c2ccc(F)cc2F)CC1 | 0.7% | 3.0
COc1ccc(C(=O)CSc2nnc(-c3ccc(C)cc3)o2)cc1 | ? | /
CCOc1ccc(OCCCCn2ccnc2)cc1 | ? | /
The list goes on:
SMILES | S3 lipid droplet | S3 lipid droplet cell count max
C=CCNc1nc(-c2ccc(O)c(C(N)=O)c2)cs1 | ? | /
N#CCCN(Cc1ccccc1)C(=O)c1nccnc1C(=O)O | ? | /
Cc1cccc(Cc2ccc(Cl)nn2)c1 | ? | /
COc1ccc(C(=O)N2CCC(n3nccc3NC(=O)C3CC3)CC2)cc1F | i | -11.3
N#Cc1ccc(C(=O)OCC(=O)Nc2cccc(S(=O)(=O)N3CCCCC3)c2)cc1 | -2.5% | 6.6
Cc1c(Cl)c([N+](=O)[O-])nn1CCCC(=O)Nc1cccc(Cl)c1Cl | 26.5% | -5.3
O=C(c1cccnc1)N1CCN(Cc2cccc(F)c2)CC1 | ? | /
Brc1ccc(-c2noc(-c3ccccc3)n2)o1 | ? | /
COc1ccc(C2CC(c3ccc(OC)cc3)n3nc(NC(=O)c4cccs4)nc3N2)cc1 (stereo not given) | ? | /
COc1cccc(CNC(=O)C2=C(C)C(=O)OC23CCC(C)CC3)c1 (stereo not given) | -1.7% | 3.1
CSc1cnc2c(=O)n(C)c(=O)[nH]c2n1 | ? | /
CCN(CC)c1c([N+](=O)[O-])c(=O)oc2ccccc12 | -18.4% | 7.4
O=C1C=C(NNC(=O)c2ccncc2)CC(c2ccccc2)C1 (stereo not given) | ? | /
O=C(c1ccc(N2CCCC2)c([N+](=O)[O-])c1)N1CCN(c2ccccn2)CC1 | 7.2% | 0.2
O=C(NC(Cc1ccccc1)C(=O)O)/C(=C/c1ccccc1)NC(=O)c1cccc(Br)c1 (stereo not given) | ? | /
Cc1nc2nc(-c3ccccc3)[nH]n2c(=O)c1Cc1ccccc1 | -1.2% | 8.4
O=C(N/N=C\c1ccc(Cl)cc1)c1sccc1-n1cccc1 | ? | /
COc1ccc(NC2CCCN(C(=O)c3cccnc3)C2)cc1 (stereo not given) | i | 8.5
CCOC(=O)C1CCCN(S(=O)(=O)c2cc(C(=O)OC)n(C)c2)C1 (stereo not given) | ? | /
Cc1ccccc1CSCCNC(=O)CN(c1ccc2c(c1)OCO2)S(C)(=O)=O | ? | /
COc1ccc(NC(=O)CN(C)C(=O)c2sc3ccccc3c2Cl)cc1 | ? | /
COc1ccc(C2CC(c3cccs3)=NN2C(=O)COC(=O)c2cncc(Br)c2)cc1OC (stereo not given) | ? | /
O=C(CCN1C(=O)/C(=C/C=C/c2ccccc2)SC1=S)Nc1ccccn1 | -23.6% | -25.8
Cc1ccc(-n2nc3c(c2NC(=O)c2ccc4c(c2)OCO4)CS(=O)(=O)C3)cc1C | ? | /
COc1ccccc1CNS(=O)(=O)c1cc2c3c(c1)CCN3C(=O)CC2 | 5.9%[0.0737 µM] | 15.2
Later entries:
SMILES | S3 lipid droplet | S3 lipid droplet cell count max
Cc1ccc(OCCSc2ncnc3nc[nH]c23)cc1 | ? | /
CC(C)OC(=O)CCC/C=C\C[C@@H]1[C@@H](CC[C@@H](O)CCc2ccccc2)[C@H](O)C[C@@H]1O | ? | /
COc1cc(C(=O)N(Cc2ccc(F)cc2)C2CCS(=O)(=O)C2)cc(OC)c1OC (stereo not given) | ? | /
O=C1NC(=O)C(c2ccccc2)(c2ccccc2)N1 | 4.7%&5.2%&0.4% | 10.5&-8.2
O=C(NCc1cccc(CNC(=O)Nc2cccc(O)c2)c1)Nc1cccc(O)c1 | 5.3% | 17.2
NC(=S)N/N=C/c1ccccc1OCCSc1ccc(Cl)cc1 | ? | /
COc1ccc(C2(C(=O)NC(C)C)CCCC2)cc1OC | i | -14.2
Cc1ccc(-c2ccnc3c(Cl)c(C)nn23)cc1 | 9.0% | 1.3
O=C(N/N=C/c1cccs1)C1COc2ccccc2O1 (stereo not given) | ? | /
COc1ccc(N2C(=O)C(F)(F)C2c2ccc(C)cc2)cc1OC (stereo not given) | 20.9% | 53.7
O=C(NN1CCOCC1)c1ccc(F)cc1 | ? | /
Cc1ccc(NC(=O)c2ccc3c(c2)OCCO3)cc1C | ? | /
CCOc1ccc(S(=O)(=O)Nc2cccc(C(=O)NCC3CCCO3)c2)cc1 (stereo not given) | ? | /
COc1ccc2c(CC(=O)N3CCc4cc(OC)c(OC)cc4C3)coc2c1 | ? | /
Cc1ccc(NC(=O)CCC(=O)N/N=C/c2ccc(O)cc2O)cc1 | ? | /
O=C(O)CN1C(=O)/C(=C/c2ccc(SCc3ccccc3)o2)SC1=S | ? | /
CSc1nc2ccc(NC(=O)NC(=O)c3c(F)cccc3F)cc2s1 | -7.5% | 2.9
COc1ccc(NC(=S)N(CCCN2CCOCC2)C(C)c2cc3cccc(OC)c3o2)cc1 (stereo not given) | 7.6% | 13.2
Nc1nnc(SCc2c(F)cccc2Cl)s1 | 12.2% | /
COc1ccc(CCCC(=O)N/N=C/c2cccc(OC)c2O)cc1C | ? | /
Cc1ccc(N(CC(=O)NC2CCCCC2)C(=O)CCCC(=O)Nc2ccccn2)cc1 | 3.4% | -8.7
Cc1c(NS(=O)(=O)c2ccc(N(C)C3CCCCC3)c([N+](=O)[O-])c2)c(=O)n(-c2ccccc2)n1C | 7.0% | 12.5
CCOC(=O)c1c(NC(=O)CSc2nc3c(c(=O)n(C)c(=O)n3C)n2C(C)C)sc(C)c1C | ? | /
CCC1CCc2c(sc(NC(=O)c3ccco3)c2C(N)=O)C1 (stereo not given) | ? | /
C#CCOCCOCCOCCNc1nc(N2CCN(C(=O)CCCCCCCCCCNC(=O)Cn3cc(C[C@@H](C)O)nn3)CC2)nc(N2CCN(C(=O)CCCCCCCCCCNC(=O)[C@H](CCCCN)n3cc(CCCC(=O)O)nn3)CC2)n1 | ? | /
(further entries)
SMILES | S3 lipid droplet | S3 lipid droplet cell count max
CS(=O)(=O)Nc1ccc(-c2ccc(/C=C3\SC(N)=NC3=O)o2)cc1 | ? | /
O=[N+]([O-])c1ccc2nc(SCc3cn4ccccc4n3)[nH]c2c1 | -6.7% | -0.1
COc1ccc(N2CC(O)=C(c3nc(-c4ccc(Cl)cc4)cs3)C2=N)cc1 | ? | /
CCCC(C)C(=O)Nc1ccc(C(N)=O)cc1 (stereo not given) | ? | /
O=C(CN1CCN(Cc2ccccc2)CC1)Nc1cccc(S(=O)(=O)N2CCCCCC2)c1 | 1.1% | -14.2
Cc1cccc(C)c1NC(=O)CSc1nc(N2CCOCC2)nc(N2CCOCC2)n1 | -10.7% | 15.5
Cc1ccccc1SCC(=O)NC1CCOC1=O (stereo not given) | ? | /
Cc1cccc(-n2c(C)cc(/C=N/O)c2C)c1 | ? | /
O=C1CC(=O)C(n2cncn2)C(c2ccc(Cl)cc2Cl)C1 (stereo not given) | ? | /
C=CCNC(=S)Nc1sc2c(c1C(=O)OCC)CCN(C(=O)OCC)C2 | ? | /
CC(C)NC(=O)c1ccccc1NS(=O)(=O)c1ccc(Br)s1 | i | 1.7
Cc1ccccc1N1C(=O)c2ccccc2C1O (stereo not given) | 4.3% | 0.8
O=C(CNCc1ccccc1)NC1C2CC3CC(C2)CC1C3 (stereo not given) | 13.4% | 5.8
Cc1cccc(-c2nc3c(c(SCC(=O)N4CCOCC4)n2)CCCC3)c1 | 3.6% | 19.7
COc1ccc(-c2nn(-c3ccccc3)cc2/C=C/C(=O)N2CCOCC2)cc1OC | -8.5% | /
O=C(CCSCCC(=O)NCc1ccco1)NCc1ccco1 | ? | /
CCC(OC(=O)c1cccs1)C(=O)NCc1ccc(C)cc1 (stereo not given) | -3.6% | -0.1
N=c1c2c(-c3ccccc3)c(-c3ccccc3)n(Cc3ccco3)c2ncn1CCCN1CCOCC1 | ? | /
CC(=O)N/C(=C/c1ccccc1)C(=O)NCCO | -18.3% | 7.7
O=C(NCCC1=CCCCC1)C1CCN(S(=O)(=O)c2cnc[nH]2)CC1 | i | /
COc1ccc(N2CC(O)=C(c3nc4ccccc4s3)C2=N)cc1 | ? | /
Cc1ccc(C(=O)Nc2ncc3c(Cl)cccc3n2)cc1 | i | 2.9
COc1ccc(OC)c(NC(=O)CN2C(=O)C(C)N(c3ccc(C)cc3)C2=O)c1 (stereo not given) | ? | /
CC(NC(=O)c1ccc(NS(C)(=O)=O)cc1)c1ccccc1 (stereo not given) | ? | /
O=C(CSc1nnc(NC(=O)C2CCC2)s1)Nc1ccc(N2CCOCC2)cc1 | 7.1% | -9.9
(further entries)
SMILES | S3 lipid droplet | S3 lipid droplet cell count max
COc1ccc(/C=N/NC(=O)C(=O)Nc2ccccn2)cc1OC | ? | /
c1cnn(-c2nc(N3CCOCC3)nc(N3CCOCC3)n2)c1 | 5.5% | -2.7
Nc1c([N+](=O)[O-])cnnc1-c1ccccc1 | -3.7% | -0.8
O=C(CNC(=O)C1CCCCC1)Nc1cc(Cl)cc(Cl)c1 | -17.0% | /
COc1ccnc2c1c(=O)n(Cc1c(F)cccc1Cl)c(=O)n2C | i | -3.1
CON/C=C(\C=Nc1ccc(F)cc1)c1ncc(C(F)(F)F)cc1Cl | ? | /
c1ccc(OCc2nc3c4c(ncn3n2)-c2ccccc2CC42CCCC2)cc1 | -9.4% | -10.9
CCC1Oc2ccccc2N(CC(=O)NCCCN2CCCC2)C1=O (stereo not given) | ? | /
CCN(CC)c1ccc(/C=N/OC(C)C(=O)Nc2ccc(C)cc2)cc1 (stereo not given) | 9.2% | 13.0
CN1CCN(NC(=O)c2cccc(S(=O)(=O)N3CCCCCC3)c2)CC1 | 3.7% | 1.6
CCOc1ccc(NC(=O)CSc2nnc(NC(=O)C3CC3)s2)cc1 | ? | /
Cc1ccc2[nH]c(=O)c(CN(CC3CCCO3)C(=O)c3ccco3)cc2c1 (stereo not given) | i | /
O=C(NCc1ccccc1)c1ccc(-c2ccccc2C(F)(F)F)o1 | ? | /
Nc1nnc(SCc2cc3c(cc2Cl)OCO3)s1 | ? | /
CCC(C)(C)C1CCc2c(sc(NC(=O)c3ccccc3C(=O)O)c2C#N)C1 (stereo not given) | -2.3% | 5.5
